# ATG4B inhibitor: inhibitors of human ATG4B cysteine protease; Q9Y4P1; ATG4B cleavage of LC3-PLA2, NBD-HPC fluorescence, 1 h; inhibition, % at 8.33 µM; 0.51% of 340,000 active; in the data active = inhibition above about 40%
# Target sequence (Q9Y4P1 whole entry, looked up): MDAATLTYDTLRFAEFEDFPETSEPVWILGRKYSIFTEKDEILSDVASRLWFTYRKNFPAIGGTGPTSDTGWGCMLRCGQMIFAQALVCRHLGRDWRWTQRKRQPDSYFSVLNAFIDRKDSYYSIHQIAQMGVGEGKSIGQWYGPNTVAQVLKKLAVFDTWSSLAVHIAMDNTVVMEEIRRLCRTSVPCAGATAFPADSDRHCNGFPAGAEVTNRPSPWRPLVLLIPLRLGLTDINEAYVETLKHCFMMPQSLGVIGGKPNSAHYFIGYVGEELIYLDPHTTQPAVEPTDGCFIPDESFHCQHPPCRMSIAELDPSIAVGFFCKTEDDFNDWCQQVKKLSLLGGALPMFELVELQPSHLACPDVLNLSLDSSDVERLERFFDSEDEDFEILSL
# SENP6 block: blocks the human protease SENP6; Q9GZR1; Recombinant SENP6 catalytic domain, aminoluciferin luminescence; inhibition, % at 10 µM; 1.8% of 330,000 active; AID 2599;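 active = inhibition above about 50% at the single tested dose, limit read from the data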;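 note: plate controls were DMSO wells with enzyme for no effect and DMSO wells lacking enzyme for full effect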
# PfGluPho inh: PfG6PD (Plasmodium falciparum) enzyme inhibition; PfGluPho enzyme, NADPH resazurin-diaphorase fluorescence; inhibition, % at 20 µM; 0.78% of 350,000 active;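 active = inhibition reaching at least a set limit at 20 µM in the primary screen, cut at about 59% in these data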;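 note: 0% = DMSO wells with substrate and 100% = DMSO wells lacking glucose-6-phosphate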
# SENP7 inh: inhibitors of human SENP7 protease; Q9BQF6; recombinant SENP7, Z-RLRGG-aminoluciferin luminescence, 40 min; inhibition, % at 5 µM; 1.5% of 330,000 active; AID 434973;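 active = inhibition above about 50% at the single test dose, limit read from the data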;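 note: plate controls were DMSO with enzyme for no effect and no enzyme buffer wells for full effect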
# Target sequence (Q9BQF6 706-1050 limits assumed): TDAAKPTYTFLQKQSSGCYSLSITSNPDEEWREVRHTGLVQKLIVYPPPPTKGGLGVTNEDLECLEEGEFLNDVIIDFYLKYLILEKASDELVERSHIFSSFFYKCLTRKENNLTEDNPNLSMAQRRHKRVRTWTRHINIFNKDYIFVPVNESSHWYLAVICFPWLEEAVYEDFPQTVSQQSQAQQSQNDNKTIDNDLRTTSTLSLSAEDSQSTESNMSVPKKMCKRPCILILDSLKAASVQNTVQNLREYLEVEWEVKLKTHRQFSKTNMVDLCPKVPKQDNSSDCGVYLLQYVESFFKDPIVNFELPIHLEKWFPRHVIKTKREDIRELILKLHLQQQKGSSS
# HKDC1 inh: blocks human hexokinase HKDC1 activity | inhibition, % at 20 µM | Q2TB90 | 0.16% of 340,000 active | recombinant HKDC1, G6PDH/diaphorase resazurin coupled fluorescence;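 active = inhibition above about 35% when tested at 20 µM, limit read from the data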;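 note: plate controls were DMSO wells with enzyme for no effect and DMSO wells lacking enzyme for full effect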
#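 Assay system – recombinant HKDC1 (HK5) hexokinase enzyme, produced in-house · Input – HKDC1 at 5 µg/mL · Reagent – glucose plus 1 mM ATP as hexokinase substrates · Timing – 90 min reaction incubation at room temperature, dark · Measured by – G6PDH/diaphorase-coupled fluorescence, 1 mM NADP, 100 µM resazurin, 525/613 nm · Benchmarks – DMSO-enzyme wells negative, buffer-substituted wells positive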
# GRIN3A LBD mod: modulators (binders) of human NR3A ligand-binding domain; NR3A LBD differential scanning fluorimetry, Tm shift; 0% = protein alone, 100% = glycine-bound protein; Tm shift relative to glycine control, % at 25 µM; 2.5% of 340,000 active; AID 1259313;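 active = melting temperature shift of at least 10% of the positive control shift, at one fixed dose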
# SENP8 inh: SENP8 (human) protease inhibition; Q96LD8; recombinant SENP8, Nedd8 substrate fluorescence; inhibition, % at 20 µM; 0.64% of 360,000 active; in the data active = inhibition mostly above about 40%, no sharp cut-off; inactive = mostly below about 27%
# Target sequence (Q96LD8 whole entry, looked up): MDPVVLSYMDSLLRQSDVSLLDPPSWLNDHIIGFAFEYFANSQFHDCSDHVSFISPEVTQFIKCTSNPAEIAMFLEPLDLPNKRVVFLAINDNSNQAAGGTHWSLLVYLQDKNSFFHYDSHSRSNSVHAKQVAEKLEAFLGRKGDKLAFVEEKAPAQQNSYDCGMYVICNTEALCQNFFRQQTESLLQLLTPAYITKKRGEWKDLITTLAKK
# MPTP inh: inhibitors of mitochondrial permeability transition pore. isolated mouse mitochondria, Ca2+ swelling absorbance, 30 min. 1.4% of 360,000 active. inhibition, % at 10 µM. AID 602449;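 active = inhibition of 50% or more, scaled per plate between neutral and stimulator controls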;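 note: 0% = DMSO wells given calcium and 100% = 1 mM EGTA wells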
# * hit, by the source's call; i = inactive; nt = no result given.
SMILES,ATG4B inhibitor,SENP6 block,PfGluPho inh,SENP7 inh,HKDC1 inh,GRIN3A LBD mod,SENP8 inh,MPTP inh
COC(=O)N/N=C/c1ccc([N+](=O)[O-])s1,-7,19,2,5,8,-1,22,0.8
CC12CN(C(=O)c3ccco3)CC(c3ccccc3)(CN(C(=O)c3ccco3)C1)C2=O,1,7,-2,7,-3,0,12,-0.5
COc1ccc(Nc2ncnc3scc(-c4ccc(OC)cc4)c23)cc1,4,-4,15,-1,13,3,-23,2.1
CC1CCCC(C)N1C(=O)CSc1ncccn1 (centres undefined),-3,-15,9,11,-5,1,4,0.2
COc1cc2ccccc2cc1C(=O)OCC(=O)N(C)c1c(N)n(Cc2ccccc2)c(=O)[nH]c1=O,-10,-8,15,0,-4,-1,-416,-0.8
Cc1ccc(C(=O)CCC(=O)Nc2cccc(C)c2)cc1,5,-10,-6,8,1,0,17,2.4
Cc1nc(C)c(C(=O)N/N=C/c2cn(C)c3ccccc23)s1,-6,11,18,10,4,1,-34,-0.6
O=C(NCCN1CCN(c2cccc(Cl)c2)CC1)c1cccn2c(=O)c3ccccc3nc12,-4,nt,21,nt,5,0,-258,2.5
O=C(c1nn2c(C(F)(F)F)cc(-c3cccs3)nc2c1Cl)N1CCCc2ccccc21,-6,-4,-2,-6,-10,-1,-197,1.5
c1ccc(-n2cnc3ccccc32)nc1,1,-3,-4,-2,-10,1,-2,0.2
CCn1nc(NC(=O)c2cccnc2)c2cc3cccc(C)c3nc21,-8,-19,-3,14,10,0,-449,-9.6
OC[C@@H]1[C@@H](c2ccccc2)C(c2ccccc2)=NN1c1ccccc1,0,nt,24,-4,-2,3,-373,1.0
O=C(NC1CCCCC1)C(c1ccco1)N(C(=O)C(F)(F)F)C1CC1 (centres undefined),-1,-2,-10,4,-4,-2,17,-2.2
O=C1NCCN1c1ncc([N+](=O)[O-])s1,5,0,2,1,-9,-1,15,3.4
COC(=O)c1cc(Br)c(=O)n(CCN2CCCC2)c1,-11,-12,-11,6,-6,-1,12,-2.2
C=CCOc1cc(OC)c(OC)c(OC)c1,-4,-9,-14,-3,-2,0,10,0.0
C=CCn1c(SCc2csc(-c3ccc(C)cc3)n2)nnc1-c1ccccc1OC,3,4,7,-2,-2,-1,7,3.7
CC(=O)NCc1ccc(S(=O)(=O)N/N=C/c2ccc(Br)cc2)cc1,1,-1,-16,1,-10,-1,8,0.4
COc1ccc(C)cc1S(=O)(=O)N(C)CC(=O)N1CCCCCC1,11,2,16,-4,-8,-2,8,-0.3
Cc1ccc(NC(=O)c2nc[nH]c2C(=O)N2CCOCC2)c(C(=O)c2ccccc2)c1,0,0,0,0,3,-1,7,0.6
CCN(CC(=O)Nc1ccc(OC)cc1)C(=O)c1ccccc1Sc1ccccc1C#N,-1,2,11,-2,-3,nt,10,1.7
CC(OC(=O)C1CCN(c2ccc(C(F)(F)F)cn2)CC1)C(=O)NC1CCCCC1C (centres undefined),-3,-9,-20,-4,1,1,-2,1.2
CC1CCC(NC(=O)CNC(=O)c2ccc3ccccc3c2)CC1 (centres undefined),1,-6,-25,4,3,0,8,-0.5
COCCc1nn2c(=O)cc(COC(=O)c3cc(OC)c(OC)c(OC)c3)nc2s1,-9,-13,-2,-8,-3,-3,-1,2.2
O=C(OCC1OC(n2cnc3c(N(C(=O)c4ccccc4)C(=O)c4ccccc4)ncnc32)C(O)C1F)c1ccccc1 (centres undefined),0,8,6,3,4,3,5,-0.1
SMILES,ATG4B inhibitor,SENP6 block,PfGluPho inh,SENP7 inh,HKDC1 inh,GRIN3A LBD mod,SENP8 inh,MPTP inh
COc1ccc(NC(=O)CN2C(=O)NC3(CCCC3)C2=O)cc1S(=O)(=O)N1CCCCC1,-8,-12,-2,4,3,-14,-5,-0.6
CCOC(=O)N1CCC(C(=O)NNC(=O)c2ccc(Cl)cc2Cl)CC1,-1,5,-8,10,-3,-2,9,-1.9
Cc1ccc(S(=O)(=O)N(C)c2ccc(OC(=O)c3ccc(=O)[nH]c3)cc2)cc1,-7,-21,-11,0,-5,-4,3,-0.7
Fc1ccccc1NC(=S)Nc1ccc(Br)cc1,3,21,2,-3,3,25*,16,97*
Cn1c(=O)[nH]c(=O)c2c1nc(NC1CCCCC1)n2CCO,1,11,8,-2,-3,-1,11,-2.0
Cc1ccc(CNC(=O)c2ccccc2N)cc1,-4,4,-4,1,-2,1,-289,-0.3
COc1cc(C(=O)OCC(=O)NCc2ccccc2)cc(NC(=O)c2ccco2)c1OC,-9,-13,1,1,0,1,-165,-5.6
CC(=C\c1ccco1)/C=C(\C#N)C(=O)NCCc1c[nH]c2ccccc12,6,-25,23,-4,13,6,30,-2.2
Cc1ccc(S(=O)(=O)N2CCCC2C(=O)OCc2nc3ccccc3s2)cc1 (centres undefined),-2,-12,0,-6,-5,-1,8,-8.0
O=C(COC(=O)/C=C/c1ccc2c(c1)OCO2)NCc1ccccc1,-3,-18,-8,-14,0,0,-394,-0.9
Cc1cc(NS(=O)(=O)c2ccccc2)no1,-10,-2,4,14,-6,0,12,-1.6
CCN(CC(=O)Nc1ccc(NC(C)=O)cc1)C(=O)c1n[nH]c(=O)c2ccccc12,-8,-9,8,2,-2,0,9,0.0
O=C(C1CC1)N1CCc2cc(Br)cc(S(=O)(=O)N3CCCCCC3)c21,-11,2,6,-10,0,2,11,3.6
Cc1ccc(OCc2nnc(NC(=O)OCC(C)C)s2)cc1,-15,1,-6,-7,-8,1,2,0.0
Cc1cnc(C(=O)OCC(=O)c2c[nH]c3ccccc23)cn1,-1,7,-7,2,4,-1,-33,0.7
C=C(c1ccc(O)cc1)c1ccc(O)cc1,-11,-13,1,5,1,-37,-205,0.8
COc1ccc(O)c(C(=O)c2cnc3c(c2)CN(C)C(=O)N3)c1,-10,-1,3,-7,0,-4,-63,-0.3
C/C(=N\NC(=O)CNC(=O)c1ccc(F)cc1)c1ccco1,5,12,-14,-7,-3,0,8,-1.6
Cc1cc(C)nc(N/N=C/c2ccccc2OCc2ccccc2)n1,-2,-5,14,0,-5,12*,-7,-0.7
Cc1ccccc1N1CCN(C(=O)c2cccnc2)CC1,0,nt,-7,nt,3,-2,18,-1.9
COc1cc(NC(=O)CS(=O)(=O)c2ccc(C)cc2)cc(OC)c1OC,-5,7,18,0,-2,0,15,-2.5
CCC(C)Sc1cc(C(F)(F)F)c(C(=O)Nc2ccc(Cl)cc2)cn1 (centres undefined),-1,-16,13,10,5,-10,21,75*
CC1(C)C(=O)Nc2ccccc2N1C(=O)COC(=O)c1cccnc1,8,-20,-2,-7,-5,0,-8,0.4
CCC(=O)c1cc(F)c(N2CCN(S(=O)(=O)c3ccc(C)cc3)CC2)cc1C,-19,-12,9,2,-9,0,8,0.7
O=C(NCN1C(=O)C2C3C=CC(C3)C2C1=O)Nc1nncs1 (centres undefined),-2,1,-5,4,-9,-1,1,2.3
SMILES,ATG4B inhibitor,SENP6 block,PfGluPho inh,SENP7 inh,HKDC1 inh,GRIN3A LBD mod,SENP8 inh,MPTP inh
Cc1ccc(NC(=O)C(=O)NCCCN2CCOCC2)c(C)c1,-13,-15,5,9,-2,-1,6,0.7
Fc1ccc(NC(=S)NC2CCCCC2)c(F)c1F,12,18,22,8,-5,2,4,17
O=C(O)[C@H](Cc1ccccc1)NC(=O)N1CCN(c2ccccc2)CC1,-1,-10,2,-2,-5,0,11,0.9
Cc1ccccc1C(=O)Oc1ccc(Cl)cc1C(=S)N1CCOCC1,6,-10,17,0,4,5,1,-0.6
CC(C)(C)NC(=O)C[C@H]1C[C@H](C(=O)N2CCCCC2)[C@@]2(C)c3[nH]c4cc(-c5ccco5)ccc4c3CCN2C1=O,nt,nt,27,-3,-1,-2,-323,-1.2
O=C(CN(c1cccc([N+](=O)[O-])c1)S(=O)(=O)c1ccccc1)N(Cc1ccccc1)Cc1ccccc1,1,-4,10,8,-8,0,21,7.6
OC(C#CCCN1CCCCC1)(c1ccccc1)c1ccccc1,2,2,15,2,-6,-1,22,-1.5
Cc1cccc(C(=O)OC(C)C(=O)N2CCN(Cc3ccccc3)CC2)c1 (centres undefined),-7,6,-3,4,-5,3,13,-1.7
O=C(NC1CC1)c1cccc(NC(=O)C2CC2)c1,7,nt,-9,nt,-6,-2,6,-0.2
CCOc1ccc(C(=O)Nc2ccc3c(c2)OCCO3)cc1,-7,84*,29,86*,-6,-8,8,-0.1
O=C(NCCCc1ccccc1)c1cccc([N+](=O)[O-])c1,6,-6,-9,-2,-11,-6,21,0.3
CC(=O)N=Cc1c(C)c(C#N)c(=O)n(C)c1O,1,57*,39,14,-3,-2,-16,-1.4
COc1nc2ccccc2nc1CCC(=O)O,-4,-2,4,-6,-6,1,-202,1.1
Cc1ccc(Cn2c(N3CCNCC3)nc3c2c(=O)[nH]c(=O)n3C)cc1,-2,10,-4,-3,-1,-1,10,-0.8
O=C1NC(=S)N/C1=C/c1cccn1-c1ccc([N+](=O)[O-])cc1,31,14,11,4,-3,0,13,-0.5
COc1ccc(C(CNC(=O)c2cc3ccccc3cc2O)N2CCOCC2)cc1 (centres undefined),-12,15,12,3,2,-4,-129,-1.2
COc1ccc2oc(=O)c(C(=O)Nc3ccccc3-c3ccccc3)cc2c1,1,nt,5,nt,9,4,6,1.1
COc1ccc(S(=O)(=O)N2CCN(c3cnccn3)CC2)cc1OC,-3,3,-28,10,-1,3,i,-3.4
CCC(C)C(NC(=O)C1CCC(C)CC1)C(=O)Nc1ccc(OC)cc1OC (centres undefined),1,-8,-7,8,3,-3,8,1.3
O=C(O)c1ccc(-c2ccccc2Cl)o1,-17,-4,-9,4,-3,1,32,-1.6
CCc1cc2c(N[C@@H](Cc3c[nH]c4ccccc34)C(=O)O)ncnc2s1,-4,3,-8,-3,-1,-1,5,-0.6
O=C(N/N=C/c1ccccc1[N+](=O)[O-])c1ccc(COc2ccccc2-c2ccccc2)cc1,17,3,7,-4,7,-1,-11,4.5
CCOC(=O)c1cc(CN2CCOCC2)oc1-c1ccccc1,-3,-16,12,-7,-2,10*,18,-0.8
O=C1NCCN(Cc2ccc(F)cc2)C1CC(=O)N1CC=C(c2ccccc2)CC1 (centres undefined),11,-3,-8,9,-2,-1,-25,0.5
CN1CCN(c2nc(-c3ccccc3Cl)nc3ccccc23)CC1,0,-1,-9,0,-2,0,13,0.7
Cc1c(C(=O)NCc2ccco2)oc2ccc(S(=O)(=O)N3CCC4(CC3)OCCO4)cc12,-12,0,-3,1,1,1,2,1.7
CCCNC(=O)C1CNc2ccccc2O1 (centres undefined),0,-12,2,-10,8,7,23,-0.8
CCCCn1c(N)c(N(CCOC)C(=O)COC(=O)CCOc2ccccc2)c(=O)[nH]c1=O,-7,-1,0,-3,-1,2,14,-0.6
CC(C)C(NC(=O)c1ccccc1F)C(=O)NCc1ccccc1 (centres undefined),-1,10,16,8,-3,2,11,0.4
CC1CN(C(=O)c2scc3c2OCCO3)CC(C)O1 (centres undefined),-3,2,6,-6,0,0,3,10

# 7 structures from above, arranged by length of the SMILES, highest first.
SMILES,ATG4B inhibitor,SENP6 block,PfGluPho inh,SENP7 inh,HKDC1 inh,GRIN3A LBD mod,SENP8 inh,MPTP inh
CC(C)(C)NC(=O)C[C@H]1C[C@H](C(=O)N2CCCCC2)[C@@]2(C)c3[nH]c4cc(-c5ccco5)ccc4c3CCN2C1=O,nt,nt,27,-3,-1,-2,-323,-1.2
O=C(CN(c1cccc([N+](=O)[O-])c1)S(=O)(=O)c1ccccc1)N(Cc1ccccc1)Cc1ccccc1,1,-4,10,8,-8,0,21,7.6
O=C1NC(=S)N/C1=C/c1cccn1-c1ccc([N+](=O)[O-])cc1,31,14,11,4,-3,0,13,-0.5
Cc1cccc(C(=O)OC(C)C(=O)N2CCN(Cc3ccccc3)CC2)c1 (centres undefined),-7,6,-3,4,-5,3,13,-1.7
CC1CN(C(=O)c2scc3c2OCCO3)CC(C)O1 (centres undefined),-3,2,6,-6,0,0,3,10
O=C(O)c1ccc(-c2ccccc2Cl)o1,-17,-4,-9,4,-3,1,32,-1.6
CCCNC(=O)C1CNc2ccccc2O1 (centres undefined),0,-12,2,-10,8,7,23,-0.8

# Screening data (PubChem BioAssay)
